RXFP1 antag: qHTS Assay for Antagonists of the Relaxin Receptor RXFP1; Relaxin receptor 1 (Homo sapiens), Q9HBX9; HEK293-RXFP1, relaxin-stimulated cAMP HTRF, 30 min; hits give low values; activity change, negative = inhibition, % at 57.5 µM; 0.59% of 350,000 active; AID 1259400, 2018;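 active = activity change of -60% or lower, but not beyond a set lower limit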; also: % is scaled to controls: 0 for no effect and ±100 for the full control effect
D1 antag: Antagonist of Human D 1 Dopamine Receptor: qHTS | AID 504652, 2011 | HEK293 TREx D1 cells, calcium flux, dopamine EC80; hits give low values | 3.2% of 360,000 active | activity change, negative = inhibition, % at 10 µM; in the data active = activity change below about -30%; also: % is scaled to controls: 0 for no effect and ±100 for the full control effect
Target sequence (P21728 whole entry, looked up): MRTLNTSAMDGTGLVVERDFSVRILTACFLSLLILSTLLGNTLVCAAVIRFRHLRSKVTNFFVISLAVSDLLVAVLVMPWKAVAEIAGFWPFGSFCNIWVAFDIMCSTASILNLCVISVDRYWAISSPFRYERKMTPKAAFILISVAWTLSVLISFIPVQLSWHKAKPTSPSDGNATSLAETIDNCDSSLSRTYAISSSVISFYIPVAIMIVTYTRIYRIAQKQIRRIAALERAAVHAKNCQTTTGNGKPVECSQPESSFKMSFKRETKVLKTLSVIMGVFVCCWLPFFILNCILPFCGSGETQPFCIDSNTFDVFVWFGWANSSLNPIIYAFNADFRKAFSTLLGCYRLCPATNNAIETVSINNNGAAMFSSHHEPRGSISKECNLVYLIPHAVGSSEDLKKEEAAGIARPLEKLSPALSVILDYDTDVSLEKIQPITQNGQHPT
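Cells carrying a force-coupled, tetracycline-inducible human D1 receptor report calcium flux. Each well gets a 10 s baseline, compound with 180 s monitoring, then an EC80 dopamine stimulus with a second 180 s kinetic read.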
D1 potentiator: Potentiators of Human D1 Dopamine Receptor: qHTS | potentiation, % at 10 µM | 0.036% of 360,000 active | AID 504651, 2011 | HEK293 TREx D1 cells, calcium flux, dopamine EC20 potentiation; in the data active = potentiation above about 30%; also: 0% is about no effect
RXFP1 agonist: qHTS Assay for Agonists of the Relaxin Receptor RXFP1 | HEK293T-RXFP1 cAMP TR-FRET, 30 min; response scale: percent of porcine relaxin response, buffer zero | Potency, µM (top dose mostly 57.5 µM), for the others: at the highest dose activation, actives largely listed as activators | 0.3% of 370,000 active | AID 2676, 2010; active = well fitted activation curve with a large enough effect; also: potency is read from the fitted curve at half-maximal effect; % is scaled to controls: 0 for no effect and ±100 for the full control effect; nearly all actives have a fitted effect of over 60% in size; many of its hits are not listed in these tables
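Agonist response is measured as cAMP accumulation in an RXFP1-transfected HEK293T line under PDE4 inhibition. Values are scaled between buffer-only and 29 nM porcine relaxin, and EC50s come from standard Hill equation fits.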
D2 antagonist: HTS Assay for Allosteric Antagonists of the Human D2 Dopamine Receptor: Primary Screen for Antagonists; HEK293 TREx D2 cells, calcium flux, dopamine EC80; 2% of 340,000 active; inhibition, % at 10 µM; D(2) dopamine receptor (Homo sapiens), P14416; in the data active = inhibition above about 30%; also: 0% is about no effect
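Overnight-induced (tetracycline, 30 C) HEK293 T-REx cells carrying force-coupled D2 receive a no-wash calcium dye, then compound, then EC80 dopamine at 180 s; signals are read kinetically throughout.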
D2 potentiator: HTS Assay for Positive Allosteric Modulators of the Human D2 Dopamine Receptor: Primary Screen for Potentiators; HEK293 T-REx D2, calcium flux, EC20 dopamine potentiation; potentiation, % at 10 µM; 0.34% of 340,000 active; AID 485347, 2010;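 active = potentiation over 3 SD above the plate norm, cut at about 30% in these data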; also: 0% is about no effect
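Tetracycline-induced Hek293 Trex D2 cells, force-coupled to calcium, loaded with no-wash calcium dye. Compound added with 180 s kinetic read for agonism, then EC20 dopamine and a further 180 s read for potentiation.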
TRHR enhancer: qHTS for Small Molecule Agonists and Allosteric Enhancers of Human TRH Receptor: Primary Screen for Enhancers; Thyrotropin-releasing hormone receptor (Homo sapiens), P34981; TRHR cells, fluo-8 calcium fluorescence, EC20 TRH enhancement; enhancement, % at 2 µM; 0.66% of 360,000 active; AID 493056, 2011; in the data active = enhancement above about 30%; also: 0% is about no effect
Target sequence (P34981 whole entry, looked up): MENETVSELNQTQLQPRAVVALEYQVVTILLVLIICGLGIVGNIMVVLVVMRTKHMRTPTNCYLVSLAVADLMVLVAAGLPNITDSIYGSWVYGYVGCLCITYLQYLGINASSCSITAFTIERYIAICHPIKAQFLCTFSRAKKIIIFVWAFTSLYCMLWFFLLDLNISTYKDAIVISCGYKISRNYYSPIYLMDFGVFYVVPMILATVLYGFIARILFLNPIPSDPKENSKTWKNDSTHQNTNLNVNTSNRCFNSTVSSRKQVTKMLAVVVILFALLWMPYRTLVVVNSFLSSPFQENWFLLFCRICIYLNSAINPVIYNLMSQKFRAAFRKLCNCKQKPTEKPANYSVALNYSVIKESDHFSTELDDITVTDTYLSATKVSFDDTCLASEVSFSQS
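TRHR-expressing cells loaded with fluo-8 calcium dye were read kinetically (ex 480/em 530) during compound addition, then stimulated with an EC20 of TRH (10 nM final). Enhancement of the Gq-mediated intracellular calcium response was scored.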
D2 agonist: HTS Assay for Allosteric Agonists of the Human D2 Dopamine Receptor: Primary Screen for Agonists; HEK293 T-REx D2 cells, calcium flux agonist mode; activation, % at 2 µM; 0.53% of 340,000 active;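 active = activation over 3 SD above normal in the single-dose calcium agonist read, cut at about 30% in these data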; also: 0% is about no effect
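In this primary screen, compounds producing a positive calcium signal within 180 s of addition to tetracycline-induced, force-coupled HEK293 Trex D2 cells are flagged; cells are dye-loaded with a no-wash calcium kit beforehand.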
D1 agonist: Allosteric Agonists of the Human D1 Dopamine Receptor: qHTS; HEK293 T-REx D1 cells, calcium flux, agonist mode; 1% of 360,000 active; activation, % at 2 µM; in the data active = activation above about 30%; also: 0% is about no effect
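Inducible HEK293 T-REx D1 cells, force-coupled to calcium signalling, were plated at 4000 cells/well with tetracycline and held overnight at 30 C. After no-wash calcium dye loading, compound-evoked calcium rise over 180 s flagged agonists.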
Active calls of the source: *; nt = not tested or not shown. These rows are one share of the data, so the mix of outcomes need not match the whole.

SMILES	RXFP1 antag	D1 antag	D1 potentiator	RXFP1 agonist	D2 antagonist	D2 potentiator	TRHR enhancer	D2 agonist	D1 agonist
COc1ccccc1-n1c(-c2ccccc2)nc2ccccc2c1=O	-7	-11	-3	-0.5%	40*	-1	-5	0.1	0
O=C(NCc1ccccc1)c1cccn(Cc2cccc(Cl)c2)c1=O	5	5	9	2.1%	5	16	3	0.9	3
O=C1NC(=S)NC(=O)C1C/C=C/c1ccccc1	0	3	0	0.1%	-1	14	-6	0.1	2
CC/C(=N\NC(=O)c1ccccc1)c1c(O)n(C2CCCCC2)c(=O)[nH]c1=O	-11	8	1	-1.4%	-8	-4	5	-0.9	0
Cc1cc(C(=O)N2CCC3(CC2)OCCO3)cs1	13	6	-2	-0.3%	-2	-7	-1	-0.2	-1
CC(C)CCC1(CN2CCCC2=O)C(=O)NC(=O)NC1=O	-3	-2	-7	0.8%	-25	8	0	0.6	1
Cc1c(CCN)ccc2c1[nH]c1ccccc12	0	-38*	-7	-5.3%	nt	nt	4	nt	25
CCCCCCC(C)(C)c1ccc([C@@H]2C[C@H](O)CC[C@H]2CCCO)c(O)c1	nt	26	-3	-1.2%	-14	5	14	0.3	9
C[N+]12CCC(CC1)C(C#N)(N1CCOCC1)C2 (stereo unspecified)	5	5	-1	-0.2%	18	-1	1	0.7	2
Cn1cc(C=C(C#N)C#N)c2ccccc21	-2	5	-2	-1.1%	-17	-4	-2	2.4	1
O=c1[nH]c(=S)n(C2CC2)c(O)c1C=Nc1ccc2c(c1)OCO2	-20	-27	-3	0.0%	-13	10	3	-0.6	2
O=C1OCCC1NC1=NCCC1 (stereo unspecified)	-3	8	-4	0.9%	1	3	-9	-0.5	4
Cc1[nH]c2c(C(F)(F)F)cccc2c1CCN	2	8	2	-1.2%	12	-10	6	5.7	9
CC1=C[C@@H]2c3cccc4[nH]cc(c34)C[C@H]2N(C)C1	-9	-37*	-10	1.8%	nt	-32	3	nt	31*
Cc1nc2cc([N+](=O)[O-])ccc2c(=O)n1-c1ccc(Br)cc1	4	-2	-2	0.9%	nt	nt	-2	nt	7

Another view of part of the listing above.
Every second line gives: RXFP1 antag	D1 antag	D1 potentiator	RXFP1 agonist	D2 antagonist	D2 potentiator	TRHR enhancer	D2 agonist	D1 agonist
COc1ccccc1-n1c(-c2ccccc2)nc2ccccc2c1=O
  -7	-11	-3	-0.5%	40*	-1	-5	0.1	0
O=C(NCc1ccccc1)c1cccn(Cc2cccc(Cl)c2)c1=O
  5	5	9	2.1%	5	16	3	0.9	3
O=C1NC(=S)NC(=O)C1C/C=C/c1ccccc1
  0	3	0	0.1%	-1	14	-6	0.1	2
CC/C(=N\NC(=O)c1ccccc1)c1c(O)n(C2CCCCC2)c(=O)[nH]c1=O
  -11	8	1	-1.4%	-8	-4	5	-0.9	0
Cc1cc(C(=O)N2CCC3(CC2)OCCO3)cs1
  13	6	-2	-0.3%	-2	-7	-1	-0.2	-1
CC(C)CCC1(CN2CCCC2=O)C(=O)NC(=O)NC1=O
  -3	-2	-7	0.8%	-25	8	0	0.6	1
Cc1c(CCN)ccc2c1[nH]c1ccccc12
  0	-38*	-7	-5.3%	nt	nt	4	nt	25
CCCCCCC(C)(C)c1ccc([C@@H]2C[C@H](O)CC[C@H]2CCCO)c(O)c1
  nt	26	-3	-1.2%	-14	5	14	0.3	9
C[N+]12CCC(CC1)C(C#N)(N1CCOCC1)C2 (stereo unspecified)
  5	5	-1	-0.2%	18	-1	1	0.7	2
Cn1cc(C=C(C#N)C#N)c2ccccc21
  -2	5	-2	-1.1%	-17	-4	-2	2.4	1
O=c1[nH]c(=S)n(C2CC2)c(O)c1C=Nc1ccc2c(c1)OCO2
  -20	-27	-3	0.0%	-13	10	3	-0.6	2
O=C1OCCC1NC1=NCCC1 (stereo unspecified)
  -3	8	-4	0.9%	1	3	-9	-0.5	4
Cc1[nH]c2c(C(F)(F)F)cccc2c1CCN
  2	8	2	-1.2%	12	-10	6	5.7	9

Later entries.
SMILES	RXFP1 antag	D1 antag	D1 potentiator	RXFP1 agonist	D2 antagonist	D2 potentiator	TRHR enhancer	D2 agonist	D1 agonist
CCOc1ccc(N2C(=O)NC(=O)/C(=C\c3ccc(N4CCCCC4)o3)C2=O)cc1	nt	0	2	-1.4%	5	1	6	11	85*
COc1cc(/C=C2\C(=O)NC(=O)N(c3ccccc3)C2=O)cc(OC)c1OC	2	4	-11	-1.7%	-3	8	4	-0.2	2
CCOC(=O)c1[nH]c(C)c(C(=O)N2CCC3(CC2)OCCO3)c1C	1	-10	-4	-0.4%	9	-4	0	0.1	5
CCOc1cc(C=C2C(=O)NC(=O)NC2=O)cc([N+](=O)[O-])c1O	nt	10	-4	0.5%	9	-2	-8	0.0	2
CN=C(SCc1cc2c(cc1Cl)OCO2)c1c(O)n(C)c(=O)n(C)c1=O	4	-11	-3	0.2%	8	-2	-1	0.6	4
O=C(c1cccs1)c1cn(Cc2ccccc2Cl)c2ccccc12	-3	-14	-1	2.1%	14	-9	-9	-0.6	4
CC12CN3CCN(C1)CC(C)(C3)C2=NO	26	1	1	0.3%	0	-2	3	0.3	1
CC1(C)CSC(Nc2ccc(F)c(Cl)c2)=N1	2	-5	-4	1.9%	12	32*	11	0.4	4
COC(=O)c1c(C)n(Cc2ccco2)c2ccc(O)cc12	0	-12	-11	-0.2%	11	-12	5	0.4	1
Cc1[nH]c2ccc(OC(F)(F)F)cc2c1CCNCc1ccc(Cl)cc1	-3	-10	0	4.1%	14	-15	-3	2.4	41*
c1ccc(CCNCc2ccccc2)cc1	-2	4	-2	0.3%	-2	4	5	1.0	6
Fc1ccc2c(c1)nnn2C1CCN(Cc2ccccc2)CC1	-3	-33*	-20	-1.2%	82*	-26	0	0.5	1
CCCCOCCCn1c(N)c(C(=O)OC(C)COC)c2nc3ccccc3nc21 (stereo unspecified)	-9	-8	-6	1.2%	-13	-2	4	-2.2	-1
O=C(CCNC(=O)N1C[C@H]2C[C@@H](C1)c1cccc(=O)n1C2)Nc1ccc(F)cc1	nt	11	-3	2.1%	2	15	5	-1.2	1
COC(=O)C1=C(c2ccc(-c3ccccc3)c(F)c2)C[C@@H]2CC[C@H]1N2C(=O)NCCc1ccccc1	nt	12	-1	0.0%	19	-4	5	1.8	8
COc1ccccc1N1CCN(Cc2cnc(-c3ccccc3)[nH]2)CC1	5	-15	-11	0.5%	57*	-13	1	-0.3	4
CSc1ccc(C(=O)C2CCCN(C)C2)cc1 (stereo unspecified)	-6	1	9	1.6%	1	-11	-3	-0.3	1
Cc1ccc(CC2C(=O)N(C)C(=O)N(C)C2=O)s1	4	-4	-2	-0.5%	-5	11	-4	-0.7	4
CC1(C)C(=O)C=C[C@]2(C)[C@H]3CC[C@@]4(C)[C@H](c5ccoc5)OC(=O)[C@H]5O[C@]54[C@]3(C)[C@H](O)C[C@@H]12	nt	6	-3	3.3%	2	-4	-4	0.4	1
CCN1CCN(Cc2ccc(C)cc2C)CC1	-8	6	-7	-1.2%	11	-13	3	-0.1	1
Cc1nc2c(=O)n(C)c(=O)nc-2n(C)n1	16	-14	-1	0.2%	-7	30	4	0.0	1
COc1cccc(N2C(=O)NC(=O)/C(=C/c3ccc4c5c(cccc35)CC4)C2=O)c1	nt	6	3	0.6%	9	-5	5	-1.2	1
C=CCn1c(O)c(C(C)=Nc2ccc(N(CC)CC)cc2)c(=O)[nH]c1=O	5	-5	3	-0.4%	12	22	-3	-0.6	0
CN1CCN(C(=O)COc2ccc(-c3nc4ccccc4s3)cc2)CC1	7	3	-8	3.9%	-1	-1	-8	1.3	3
COc1ccc(N2C(=O)/C(=C/c3ccc(N(C)C)o3)C(=O)NC2=S)cc1	-1	-3	3	2.0%	6	6	-1	8.4	35*
COc1ccc(CC(=O)Nc2ccc3c(C(F)(F)F)cc(=O)oc3c2)cc1OC	0	13	-7	2.2%	2	-5	-5	-1.3	-1
CCCCn1c(O)c(C(C)=NCCc2c[nH]c3ccccc23)c(=O)[nH]c1=O	-16	10	4	-0.1%	-2	3	11	2.6	4
Cn1c(O)c(N=Nc2ccc(S(=O)(=O)N3CCOCC3)cc2)c(=O)n(C)c1=O	16	0	5	7.8%	-10	6	0	0.6	1
Cc1cc(=O)oc2c(C)c(OCC(=O)N3CCN(Cc4ccccc4)CC3)ccc12	12	-3	4	0.1%	0	11	-4	0.4	-1
CCOP(=S)(OCC)C(O)CCCCCn1c(=O)c(F)cn(C2CCCO2)c1=O (stereo unspecified)	-2	-12	-13	0.5%	-10	5	32*	0.2	3
COC(=O)C1=C(c2ccc(OCc3ccccc3)cc2)C[C@@H]2CC[C@H]1N2C(=O)NCc1ccccc1	nt	7	5	0.8%	-8	-3	4	-0.8	4
CCOP(=O)(C#CC(C)(C)C)C1(O)CCCCC1 (stereo unspecified)	0	9	-1	0.2%	-30	7	4	-0.1	3
COc1cc(N2C(=O)CC(=O)NC2=O)cc(OC)c1OC	-1	-10	-3	-1.8%	4	0	-2	1.3	4
O=P(O)(Oc1ccccc1)OC(c1ccccc1)C(F)(F)F (stereo unspecified)	-10	-7	-2	-0.3%	-23	nt	-1	0.2	1
CCC(C)n1c(O)c(C=NC(C)c2ccccc2)c(=O)[nH]c1=S (stereo unspecified)	-13	6	-4	-0.8%	0	7	11	-1.6	6
O=C(/C=C/c1ccccc1)NC(=S)N1C[C@H]2C[C@H](C1)c1cccc(=O)n1C2	nt	-4	-2	-0.2%	-13	9	4	0.1	-1
COc1ccc2[nH]c(C)c(CCNCc3cc(OC)c(OC)c(OC)c3)c2c1	-3	-7	-2	-3.9%	11	3	0	-0.6	9

Assay outcomes: PubChem BioAssay, National Center for Advancing Translational Sciences (NCATS)
